M1AAP inhibition: P. falciparum M1AAP inhibitors, biochemical, fluorogenic H-Leu-NHMec substrate, 1536-well (AID 1445) | recombinant M1AAP, H-Leu-NHMec fluorogenic kinetic assay; higher % means a stronger effect | inhibition, % at 30 µM; hits with a dose series show IC50 in µM | actives 0.42% (n = 220,000);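 active = primary inhibition above the hit cutoff, then over 50% inhibition at one or more dose response concentrations, cut at about 23% in these data, passing the limit was not always enough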;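 note: plate controls were DMSO full reaction for no effect and no enzyme background for full effect; strong numbers were not always called active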
human PMI inhibitors: human PMI inhibitors, high substrate, primary screen, biochemical, fluorescence intensity, high mannose 6-phosphate (AID 1220); recombinant PMI enzyme, coupled fluorescence intensity; higher % means a stronger effect; actives 0.66% (n = 190,000); inhibition, % at 20 µM; hits with a dose series show IC50 in µM
K1F lysis inhibition: inhibition of K1F phage lysis, E. coli UTI89, bacterial capsule biogenesis inhibitors, alamar blue (AID 488966) | E. coli UTI89 K1F phage lysis, alamar blue, 2 h; higher % means a stronger effect | one-dose inhibition, % at 100 µM; IC50 in µM for titrated hits | actives 0.02% (n = 340,000);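 active = phage lysis inhibition, versus mean bacterial control, above a set limit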;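 note: capsule biogenesis inhibitors block K1F phage lysis so surviving cells raise fluorescence; higher fluorescence means more inhibition of phage lysis; actives were called in the ten point dose series up to 300 µM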
TNAP activation fold: human TNAP enzyme activators, primary screen, biochemical, luminescent, no phosphate acceptor, uHTS (AID 1001); one-dose activation fold at 20 µM; EC50 in µM for titrated hits; actives 0.03% (n = 200,000); purified TNAP, luminescent activation assay, no phosphate acceptor; higher activation fold means a stronger effect; in the data active = activation fold from about 3, or a potency from the dose series; inactive = the rest, 99 in 100 with activation fold below about 1.6; note: many of its hits are not listed in these tables
Siah-1 displacement: blockers of Siah-1 interaction with plectin peptide – biochemical, fluorescence polarization, rhodamine-plectin, uHTS, primary screen (AID 1817). Siah-1 / rhodamine-plectin peptide fluorescence polarization; higher % means a stronger effect. one-dose displacement, % at 20 µM; IC50 in µM for titrated hits. actives 0.02% (n = 290,000);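 active = displacement of at least 50% at 20 µM, with a fluorescence ratio check between 0.3 and a set limit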;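 note: plate controls were Siah plus tracer with DMSO for no effect and tracer alone without Siah for full effect; strong numbers were not always called active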
Hep lipid drop: modulators of hepatic lipid droplet formation; inhibition, % at 6.5 µM; actives 0.4% (n = 240,000); AML12 mouse hepatocytes, oleate lipid droplets, BODIPY imaging; AID 1656;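 active = lipid droplet intensity inhibited by at least 50%, with more than 500 cells counted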
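Test system: AML12 hepatocytes (mouse); reagent: oleate loading, 100 µM; dosing: one dose, 6.5 µM compound; incubation: overnight exposure; signal: fluorescence imaging, 20x objective, two fields per well; read-out basis: % inhibition of corrected integrated BODIPY droplet signal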
human PMI inhibition: inhibitors of human PMI, primary screen, biochemical, fluorescence intensity, coupled assay (AID 1209) | actives 0.42% (n = 190,000) | purified PMI enzyme, coupled fluorescence intensity; higher % means a stronger effect | one-dose inhibition, % at 20 µM; IC50 in µM for titrated hits;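 note: plate controls were DMSO vehicle for no effect and wells lacking substrate for full effect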
XIAP antagonists: small molecules displacing peptide from XIAP – biochemical, IAP family, fluorescence polarization (AID 1018); XIAP BIR domain, fluorescence polarization peptide displacement; higher % means a stronger effect; actives 0.007% (n = 200,000); displacement, % at 20 µM; hits with a dose series show IC50 in µM; in the data active = displacement above about 50%; note: a part of the inactive calls stands beside numbers as strong as those of hits
P. falciparum M17LAP: P. falciparum M17LAP inhibitors, primary screen, biochemical, fluorogenic H-Leu-NHMec substrate, 1536-well (AID 1619); recombinant M17LAP, H-Leu-NHMec fluorogenic kinetic assay; higher % means a stronger effect; inhibition, % at 30 µM; hits with a dose series show IC50 in µM; actives 0.38% (n = 220,000);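 active = compound inhibiting the enzyme by more than half at any dose during confirmatory dose-response retesting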;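 note: plate controls were full reaction with DMSO carrier for no effect and no enzyme background for full effect; strong numbers were not always called active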
Hep lipid drop cells 6.5 µM: recorded beside Hep lipid drop, whose call it bears; cell count; measured here: cell count, cytotoxicity flag;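 cells counted across two imaged fields per well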
Numbers without * were called inactive; i = inactive; / = no result given; [ ] = dose if it differs, or a comment. Cut-off read from the data, not from the text of the source, unless noted: active = inhibition above about 50%; inactive = the rest.

no.	SMILES	M1AAP inhibition	human PMI inhibitors	K1F lysis inhibition	TNAP activation fold	Siah-1 displacement
1	CCc1ccc(NC(=O)CS(=O)CC(=O)Nc2ccc(F)cc2F)cc1 (stereo not given)	2%	8%	2.0%	1.1	4%
2	COc1ccc(-c2[nH]nc3c2C2(C(=O)N(CC(=O)O)c4ccccc42)C(C#N)=C(N)O3)cc1OC (stereo not given)	43µM*	12%	0.9%[50 µM]	1	-3%
3	CN(C)c1ccc(C(=O)NNC(=O)c2ccc(Cl)cc2)cc1	7%	/	/	/	9%
4	O=C(c1cc(-c2ccc(Cl)cc2)n(-c2ccc(Cl)cc2)n1)N1CCOCC1	-2%	13%	0.4%	1.1	2%
5	CCC(C)c1ccc(NC(=O)C2CC2)cc1 (stereo not given)	2%	7%	0.3%	1.1	1%
6	O=C(Cn1nnc(-c2ccc(CN3CCOCC3)cc2)n1)NC1CCCCC1	6%	-7%	0.2%	1.1	-1%
7	CCCOc1ccc(C(=O)N2CCCC2)cc1OC	9%	0%	0.4%	1	-3%
8	CC1CCCN(C(=S)NCc2ccccc2)C1 (stereo not given)	4%	-8%	-0.5%	1.1	3%

no.	Hep lipid drop	Hep lipid drop cells 6.5 µM	human PMI inhibition	XIAP antagonists	P. falciparum M17LAP
1	/	/	8%	0.0%	-4%
2	0	723	-2%	-4.7%	9%
3	1	697	/	/	-2%
4	/	/	11%	-2.6%	3%
5	8	709	9%	-2.7%	6%
6	6	718	0%	-6.8%	1%
7	13	691	2%	-4.1%	5%
8	0	604	-2%	1.1%	10%

Given as tab-separated lines: part of the list above.
cpd	Compound	M1AAP inhibition	human PMI inhibitors	K1F lysis inhibition	TNAP activation fold	Siah-1 displacement	Hep lipid drop	Hep lipid drop cells 6.5 µM	human PMI inhibition	XIAP antagonists	P. falciparum M17LAP
4	O=C(c1cc(-c2ccc(Cl)cc2)n(-c2ccc(Cl)cc2)n1)N1CCOCC1	-2%	13%	0.4%	1.1	2%	/	/	11%	-2.6%	3%
5	CCC(C)c1ccc(NC(=O)C2CC2)cc1 (stereo not given)	2%	7%	0.3%	1.1	1%	8	709	9%	-2.7%	6%

Going on with the list.
no.	SMILES	M1AAP inhibition	human PMI inhibitors	K1F lysis inhibition	TNAP activation fold	Siah-1 displacement
9	O=C(N/N=C/c1c(O)ccc2ccccc12)c1[nH]ncc1Br	0%	-16%	-0.3%[50 µM]	2.3	-7%
10	COc1cccc(OC)c1NC(=O)c1nc2c(nnn2Cc2ccccc2Cl)c(=O)[nH]1	8%	8%	0.1%	1.3	-5%
11	CCC(C)c1ccc(OCCn2ccnc2)cc1 (stereo not given)	2%	-3%	0.5%	1.2	22%
12	CCOC(=O)N1CCN(c2nc(SC)nc3sc4c(c23)CC(C)(C)OC4)CC1	/	8%	-0.2%	1	-2%
13	O=C(O)CCC(=O)N1CCc2cc(S(=O)(=O)N3CCCCC3)ccc21	4%	-1%	2.9%	1.1	6%
14	CN=c1scc(-c2ccccc2Br)n1/N=C/c1ccc[nH]1	2%	16%	/	1.2	2%
15	CCOC(=O)Cc1csc(Nc2ccc(Cl)cc2)n1	3%	13%	0.5%	1.1	-3%
16	Cc1ccc(C)c(NC(=S)NCC(c2ccccc2)N(C)C)c1 (stereo not given)	6%	4%	0.1%	1	-3%

no.	Hep lipid drop	Hep lipid drop cells 6.5 µM	human PMI inhibition	XIAP antagonists	P. falciparum M17LAP
9	-1	582	-16%	-6.4%	13%
10	1	671	9%	-2.8%	-3%
11	14	633	-10%	-6.2%	6%
12	8	819	17%	-5.8%	/
13	/	/	5%	-6.5%	14%
14	-7	611	-23%	-2.7%	-2%
15	-2	675	24%	-4.8%	2%
16	2	669	1%	-12%	-2%

(further entries)
no.	SMILES	M1AAP inhibition	human PMI inhibitors	K1F lysis inhibition	TNAP activation fold	Siah-1 displacement
17	COc1ccc(CC(=O)n2nc(-c3ccccc3)nc2NCc2ccco2)cc1	14%	8%	0.1%	0.6	2%
18	COCC(=O)N(C)c1nnc(-c2cnccn2)s1	2%	-4%	3.7%	1.1	10%
19	CCn1c(CC(=O)Nc2ccc(C)cc2)nnc1SCC(=O)N1CCN(c2ccccc2)CC1	-1%	2%	-0.6%	1.1	0%
20	Cn1c(=O)n(Cc2ccc(Cl)cc2)c2ccccc21	0%	2%	0.4%	1	1%
21	COc1cccc(C(=O)NC(=O)Nc2cc(C)[nH]n2)c1	2%	/	0.6%	/	13%
22	CNCc1ccccc1OCC(=O)Nc1ccccc1OC	3%	13%	i	1.1	2%
23	Cc1cc(Cl)cc(Br)c1OCCCN1C(=O)NC(C)(C)C1=O	-6%	4%	0.3%	1	-2%
24	O=C1/C(=C/c2ccc(F)cc2)CCC1C1CCCC1 (stereo not given)	-1%	4%	0.9%[50 µM]	1.2	-4%

no.	Hep lipid drop	Hep lipid drop cells 6.5 µM	human PMI inhibition	XIAP antagonists	P. falciparum M17LAP
17	12	675	11%	-1.1%	21%
18	/	/	-4%	-1.9%	9%
19	1	675	6%	-0.5%	18%
20	-7	811	9%	-4.0%	3%
21	0	620	/	/	-4%
22	4	829	14%	-9.6%	10%
23	/	/	6%	-5.2%	13%
24	-7	635	16%	-7.8%	5%

(more compounds)
no.	SMILES	M1AAP inhibition	human PMI inhibitors	K1F lysis inhibition	TNAP activation fold	Siah-1 displacement
25	CC(NCc1ccccc1Cl)C(=O)Nc1ccc(S(=O)(=O)N2CCCC2)cc1 (stereo not given)	-7%	-7%	0.6%[50 µM]	1.1	1%
26	CN1CCC(C2(O)c3ccccc3CSc3sccc32)CC1 (stereo not given)	-2%	14%	9.2%	1	-1%
27	O=C(Cn1c(CN2CCCCC2)nc2ccccc2c1=O)NCc1ccco1	11%	1%	-0.1%	1	-1%
28	COc1cccc(-c2nn(-c3ccccc3)cc2/C=C(/NC(=O)c2ccccc2)C(=O)O)c1	-1%	/	0.3%	/	1%
29	CC(C)(CNC(=O)c1sc2cc(F)ccc2c1Cl)N1CCOCC1	4%	-10%	0.0%	1.1	3%
30	CCOc1ccc(CNC2CCCc3ccccc32)cc1 (stereo not given)	2%	-3%	-0.2%	1.1	6%
31	O=C(Cc1ccccc1)Nc1ccccc1CO	1%	-2%	1.1%	1.1	-3%
32	CCOc1cc(NS(C)(=O)=O)c(OCC)cc1NC(=O)c1cccs1	3%	21%	0.1%	1.1	-4%

no.	Hep lipid drop	Hep lipid drop cells 6.5 µM	human PMI inhibition	XIAP antagonists	P. falciparum M17LAP
25	-5	636	-6%	-0.8%	6%
26	-11	783	10%	-3.1%	19%
27	/	/	3%	-5.1%	5%
28	9	716	/	/	8%
29	15	606	2%	-11%	3%
30	-18	641	-6%	-4.3%	-5%
31	12	752	2%	-4.3%	21%
32	/	/	8%	-4.2%	16%

Molecules from the list above containing a thiophene ring, fused or not (4):
no.	SMILES	M1AAP inhibition	human PMI inhibitors	K1F lysis inhibition	TNAP activation fold	Siah-1 displacement
12	CCOC(=O)N1CCN(c2nc(SC)nc3sc4c(c23)CC(C)(C)OC4)CC1	/	8%	-0.2%	1	-2%
26	CN1CCC(C2(O)c3ccccc3CSc3sccc32)CC1 (stereo not given)	-2%	14%	9.2%	1	-1%
29	CC(C)(CNC(=O)c1sc2cc(F)ccc2c1Cl)N1CCOCC1	4%	-10%	0.0%	1.1	3%
32	CCOc1cc(NS(C)(=O)=O)c(OCC)cc1NC(=O)c1cccs1	3%	21%	0.1%	1.1	-4%

no.	Hep lipid drop	Hep lipid drop cells 6.5 µM	human PMI inhibition	XIAP antagonists	P. falciparum M17LAP
12	8	819	17%	-5.8%	/
26	-11	783	10%	-3.1%	19%
29	15	606	2%	-11%	3%
32	/	/	8%	-4.2%	16%

Values by screen from the list:
Entries 25–32 in TNAP activation fold, in turn: 1.1, 1, 1, /, 1.1, 1.1, 1.1, 1.1
Entries 25–32 in M1AAP inhibition, in turn: -7%, -2%, 11%, -1%, 4%, 2%, 1%, 3%
Entries 25–32 in P. falciparum M17LAP, in turn: 6%, 19%, 5%, 8%, 3%, -5%, 21%, 16%

New compounds follow:
no.	SMILES	M1AAP inhibition	human PMI inhibitors	K1F lysis inhibition	TNAP activation fold	Siah-1 displacement
33	COc1ccc(NC(=O)CCS(=O)(=O)c2ccccc2)c(OC)c1	-7%	0%	2.4%	1.1	1%
34	O=C(Cn1ccc([N+](=O)[O-])n1)NCc1ccco1	4%	0%	1.1%	1	-2%
35	CCOC(=O)Cc1nnc2c(Nc3ccc(C)cc3)nc3nonc3n12	-3%	2%	-0.3%	1.1	6%
36	CCC(C)NC(=S)NNC(=O)c1ccc(C(C)(C)C)cc1 (stereo not given)	-13%	-19%	0.6%	/	2%
37	CC(C)NC(=O)COC(=O)c1cc(F)c(F)cc1Cl	2%	6%	11%	1	-2%
38	c1ccc2oc(NC3=NCN(C4CCCCC4)CN3)nc2c1	0%	/	/	/	15%
39	O=C(CN(Cc1ccco1)C(=O)Cn1nnc(-c2ccc(F)cc2)n1)NC1CCCC1	-3%	10%	0.4%	1	-3%
40	Cc1ccc2[nH]c(=O)c(CN(Cc3ccco3)C(=O)N3CCOCC3)cc2c1	4%	12%	-0.2%	1.1	3%

no.	Hep lipid drop	Hep lipid drop cells 6.5 µM	human PMI inhibition	XIAP antagonists	P. falciparum M17LAP
33	15	679	-4%	-1.4%	1%
34	/	/	-9%	-1.3%	21%
35	18	702	4%	-3.7%	-6%
36	6	755	-16%	-4.8%	-13%
37	-15	717	6%	-6.7%	4%
38	-17	661	/	/	3%
39	/	/	-4%	-3.2%	10%
40	-20	718	8%	-4.2%	-4%

Next section
no.	SMILES	M1AAP inhibition	human PMI inhibitors	K1F lysis inhibition	TNAP activation fold	Siah-1 displacement
41	O=C(Nc1ccc(F)c([N+](=O)[O-])c1)C(=O)c1c(O)[nH]c2ccccc12	4%	-65%	0.1%	1.1	0%
42	S=C(Nc1ccc(Br)cc1)N1CCn2cccc2C1c1cccnc1 (stereo not given)	10%	14%	0.4%	1.1	-2%
43	FC(F)(F)c1ccccc1-n1c(-c2cnccn2)n[nH]c1=S	-1%	/	-0.3%	/	9%
44	N/C(=N\OC(=O)CCC1CCCCC1)c1ccccn1	3%	4%	0.6%	1.1	4%
45	COc1ccc(CCNC(=O)C2CCN(Cc3nc(-c4ccccc4C)oc3C)CC2)cc1OC	-2%	8%	4.8%	1.3	-2%
46	CCC(c1nnc(SCc2nc3ccccc3s2)n1Cc1ccccc1)N(C)C (stereo not given)	4%	7%	4.2%	1.1	4%

no.	Hep lipid drop	Hep lipid drop cells 6.5 µM	human PMI inhibition	XIAP antagonists	P. falciparum M17LAP
41	2	685	-55%	-6.5%	18%
42	44	727	8%	/	-13%
43	28	744	/	/	11%
44	/	/	7%	-0.5%	8%
45	/	/	8%	-3.0%	5%
46	/	/	3%	-8.6%	1%

High-throughput results (PubChem)

No enrichment for hits. Share with any hit: about 1.9%.
